High-throughput results as filed in PubChem BioAssay.
M17LAP inhibition: P. falciparum M17LAP inhibitors, primary screen, biochemical, fluorogenic H-Leu-NHMec substrate, 1536-well (AID 1619). recombinant M17LAP, H-Leu-NHMec fluorogenic kinetic assay; higher % means a stronger effect. one-dose inhibition, % at 30 µM; IC50 in µM for titrated hits. actives 0.38% (n = 220,000);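 active means compound inhibiting the enzyme by more than half at any dose during confirmatory dose-response retesting; inconclusive means strong single-dose inhibitors picked by rank but not retested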;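 further: plate controls were full reaction with DMSO carrier for no effect and no enzyme background for full effect; strong numbers were not always called active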
Dynein cargo inh: blocks dynein driven cargo transport along microtubules; z-score, hits read low; AID 1381; actives 0.47% (n = 220,000); 3617.4 mouse cells, GR-EGFP nuclear translocation imaging; test concentration mostly 20 µM; stimulated with dexamethasone, 1 µM; stronger effect = lower value;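 active means plate z-score of nuclear minus cytoplasmic receptor signal below a set negative limit, without overly bright fluorescence or cell loss, cut at about -3.5 in these data, passing the limit was not always enough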;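 further: z-score of nuclear minus cytoplasmic ring GR-EGFP intensity difference per well; some compounds called inactive have numbers as strong as hits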
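Buffer or medium: tet-free, stripped-serum medium; reagent: dexamethasone at 1.0 µM final, 30 min; incubation: 48 h induction, 1 h compound, 30 min dex at 37 °C; measured by: formaldehyde fixation, Hoechst nuclear stain, 10x automated fluorescence imaging; read-out: nuclear-to-cytoplasmic GR-EGFP distribution per well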
M1AAP inhibition: P. falciparum M1AAP inhibitors, biochemical, fluorogenic H-Leu-NHMec substrate, 1536-well (AID 1445); actives 0.42% (n = 220,000); inhibition, % at 30 µM, or IC50 in µM where a hit was titrated; recombinant M1AAP, H-Leu-NHMec fluorogenic kinetic assay; higher % means a stronger effect;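 active means primary inhibition above the hit cutoff, then over 50% inhibition at one or more dose response concentrations, cut at about 23% in these data, passing the limit was not always enough; inconclusive means conflicting primary data, or primary hits not chosen for dose response; inactive means low primary inhibition, or under 50% at every dose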;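 further: plate controls were DMSO full reaction for no effect and no enzyme background for full effect; strong numbers were not always called active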
NOD1 NF-kB reporter: inhibition of NOD1-driven NF-kB reporter – cell-based, luminescence, uHTS, primary screen (AID 1578). one-dose inhibition, % at 4 µM; EC50 in µM for titrated hits. NOD1-driven NF-kB luciferase reporter cells, luminescence; higher % means a stronger effect. actives 1% (n = 290,000); in the data active means inhibition mostly above about 36%, no sharp cut-off; inactive means mostly below about 34%;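 further: HEK-293T reporter cells stimulated with the NOD1 agonist gamma-tri-DAP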
GPR55 activation: GPR55 agonists via beta-arrestin recruitment, primary screen, imaging, U2OS cells, beta-arrestin-GFP redistribution (AID 1961) | U2OS GPR55 beta-arrestin-GFP redistribution imaging; higher % means a stronger effect | activation, % at 10 µM; hits with a dose series show EC50 in µM | actives 0.048% (n = 290,000);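 active means activation above 40% with more than 50 cells counted in the well; inconclusive means wells holding fewer than 50 cells, flagged as toxic or sparse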;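 further: U2OS osteosarcoma cells stably expressing GPR55 and beta-arrestin-GFP; plate controls were DMSO negative control for no effect and LPI positive control for full effect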
KOR beta-arrestin-1: KOR agonists, beta-arrestin recruitment, primary screen, cell-based, luminescence, uHTS (AID 1777); KOR beta-arrestin recruitment, luminescence; higher % means a stronger effect; activation, % at 10 µM; hits with a dose series show EC50 in µM; actives 0.02% (n = 280,000); in the data active means activation above about 50%, passing the limit was not always enough; further: a part of the inactive calls stands beside numbers as strong as those of hits
KOR beta-arrestin-2: kappa opioid receptor blockers – cell-based, luminescence, uHTS (AID 1778); actives 0.091% (n = 290,000); inhibition, % at 10 µM; hits with a dose series show IC50 in µM; KOR beta-arrestin recruitment, luminescence, antagonist mode; higher % means a stronger effect; further: strong numbers were not always called active
AID2073: disruptors of CaV2.2 binding to Mint1 – biochemical, HTRF (AID 2073); HTRF protein-protein interaction, Mint1-CaV2.2; higher % means a stronger effect; one-dose inhibition, % at 20 µM; IC50 in µM for titrated hits; actives 0.19% (n = 290,000); in the data active means inhibition mostly above about 51%, no sharp cut-off; inconclusive means no clear call, values can overlap the other calls; inactive means mostly below about 53%; further: some results filed as inactive read as strong as hits
HEK293 NOD2/NF-kB: inhibition of NOD2-driven NF-kB reporter – cell-based, luminescence, uHTS, HEK293 (AID 1566) | HEK293 NOD2/NF-kB luciferase reporter, luminescence; higher % means a stronger effect | actives 0.63% (n = 290,000) | inhibition, % at 4 µM, or EC50 in µM where a hit was titrated; further: many of its hits are not listed in these tables
Dynein cargo inh cytoplasmic EGFP: second read-out of Dynein cargo inh, no call of its own (marks repeat the call); z-score; measured here: cytoplasmic GR-EGFP intensity; stronger effect = higher value
Dynein cargo inh nuclear GR-EGFP: second read-out of Dynein cargo inh, no call of its own (marks repeat the call); z-score; measured here: nuclear GR-EGFP intensity;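 lower value marks the stronger effect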
Dynein cargo inh cell count: second read-out of Dynein cargo inh, no call of its own (marks repeat the call); z-score; measured here: cell count per field
An asterisk follows results filed as active; ? = inconclusive; · = not tested or not shown; [ ] = remark or other dose. Unless noted, no stated cut-off is given here; in the data, active means inhibition above about 50%; inactive means the rest.

SMILES	M17LAP inhibition	Dynein cargo inh	Dynein cargo inh cytoplasmic EGFP	Dynein cargo inh nuclear GR-EGFP	Dynein cargo inh cell count	M1AAP inhibition	NOD1 NF-kB reporter	GPR55 activation	KOR beta-arrestin-1	KOR beta-arrestin-2	AID2073	HEK293 NOD2/NF-kB
O=[N+]([O-])c1cc(S(=O)(=O)N2CCCC2)ccc1N/N=C/c1ccncc1	1%	1.7	-0.05	2.8	-1.8	5%	23%	-0.3%	6.6%	5%	2%	17%
CCCCC(=O)N/N=C(C)/C=C/c1ccccc1F	-11%	1.6	-0.13	1.3	-1.6	-5%	-63%	0.0%	·	·	3%	1%
CCN(CC)c1ccc(CN(C(=O)c2cc(OC)c(OC)c(OC)c2)C2CCS(=O)(=O)C2)cc1 (stereo not drawn)	5%	0.12	-0.2	0.23	-0.13	-1%	-56%	-0.3%	-12%	-10%	-8%	7%
CC1CCCC(C)N1C(=O)COC(=O)C(Cc1ccccc1)NC(=O)c1cccs1 (stereo not drawn)	7%	-1.3	0.68	-0.29	0.3	-10%	12%	-0.3%	2.0%	-9%	3%	18%
CC1(C)Cc2nc3nc(SCC(=O)Nc4ccccc4)nc(N)c3cc2CO1	-3%	0.94	-0.18	0.81	-0.057	1%	-42%	0.4%	-0.7%	-22%	3%	0%
O=C(NCC1CCCN(C(=O)c2cscn2)C1)c1ccccc1Cl (stereo not drawn)	6%	-0.27	-0.27	0.17	0.61	3%	-35%	0.0%	-4.3%	22%[20 µM]	-7%	-2%
O=C1CCN(S(=O)(=O)c2ccc(Br)cc2)CCN1	-5%	0.4	-0.24	0.39	-0.61	-2%	14%	-0.1%	1.7%	-54%	-20%	-10%
Cc1cc(C)nc(SCCC(=O)Nc2cccc3ccccc23)n1	10%	-0.9	-0.19	0.14	0.89	3%	-4%	-0.1%	2.0%	-10%	-51%	5%
Clc1ccc(-c2nnc(CSc3nnc(-c4cccs4)o3)o2)cc1	-5%	-0.91	-0.19	-0.28	-0.2	8%	-9%	-0.1%	-2.4%	17%	32%	-18%
CCN1CCN(C(=S)Nc2cc(C(=O)OC)ccc2C(=O)OC)CC1	-2%	-0.35	-0.26	-0.26	0.65	0%	-31%	-0.3%	2.3%	-28%	-17%	2%
Cc1cccc(Cl)c1NC(=O)N1CCCN(c2nc3ccc(Cl)cc3s2)CC1	-7%	0.073	-0.24	0.0081	-0.41	4%	15%	0.5%	-4.6%	-7%	8%	26%
CC1(C)CC(=O)C(C=Nc2ccccc2Sc2ccccc2)=C(O)C1	12%	-0.0058	-0.41	0.11	0.52	11%	-5%	-0.1%	1.7%	-4%	-4%	2%
COC(=O)c1ccc(C(=O)OC)c(NC(=O)C2CCCO2)c1 (stereo not drawn)	·	·	·	·	·	·	-7%	-0.1%	0.8%	2%	2%	2%
Cc1c(C)c2c(OCC(=O)N[C@@H](CC(C)C)C(=O)O)cc3c(c2oc1=O)CCC(C)(C)O3	·	·	·	·	·	·	-11%	0.0%	-1.3%	-13%	27%	3%
COCC(COS(N)(=O)=O)Cc1ccccc1 (stereo not drawn)	·	·	·	·	·	·	-18%	1.9%	-3.9%	-41%[20 µM]	6%	17%

Part of the list above, showing only HEK293 NOD2/NF-kB, Dynein cargo inh nuclear GR-EGFP and M1AAP inhibition.
SMILES | HEK293 NOD2/NF-kB | Dynein cargo inh nuclear GR-EGFP | M1AAP inhibition
CC1CCCC(C)N1C(=O)COC(=O)C(Cc1ccccc1)NC(=O)c1cccs1 (stereo not drawn) | 18% | -0.29 | -10%
CC1(C)Cc2nc3nc(SCC(=O)Nc4ccccc4)nc(N)c3cc2CO1 | 0% | 0.81 | 1%

Continued.
SMILES	M17LAP inhibition	Dynein cargo inh	Dynein cargo inh cytoplasmic EGFP	Dynein cargo inh nuclear GR-EGFP	Dynein cargo inh cell count	M1AAP inhibition	NOD1 NF-kB reporter	GPR55 activation	KOR beta-arrestin-1	KOR beta-arrestin-2	AID2073	HEK293 NOD2/NF-kB
CN(C)c1ccc(C2/C(=C(/O)c3ccccc3)C(=O)C(=O)N2CCCC(=O)O)cc1 (stereo not drawn)	17%	0.22	-0.22	0.77	-0.22	7%	-11%	-1.9%	5.9%	4%	6%	0%
CN1C(=S)SC(C)(NO)C1(C)C (stereo not drawn)	15%	2.5	-0.19	1.5	-2	7%	-8%	-0.1%	-1.4%	6%	-27%	14%
O=C(CN1CCOCC1)NCCc1ccccc1	·	·	·	·	·	·	-46%	-0.1%	-1.9%	-18%	4%	5%
Cc1ccc(-c2csc(CC(N)=O)n2)cc1	5%	-0.3	-0.18	-0.13	-0.001	0%	-42%	0.1%	-2.2%	4%	-5%	-7%
Cc1ccc(OCCCNC2CCCC2)cc1	3%	-0.15	-0.2	-0.2	-0.002	12%	-21%	-0.4%	-1.4%	39%	-2%	-2%
COc1cc(NC(=O)c2ccccc2)c(OC)cc1NC(=O)CSc1[nH]c(=O)cc(C)c1C#N	·	·	·	·	·	·	-1%	0.6%	-3.8%	-18%	37%	-7%
CC(=O)Nc1ccc(OS(=O)(=O)c2cc(Cl)ccc2C)cc1	-2%	-0.57	-0.26	-0.33	0.65	3%	-1%	-0.5%	1.6%	-10%	2%	7%
O=C(Nc1nccs1)C1CCN(S(=O)(=O)c2cnc[nH]2)CC1	1%	2	-0.25	0.92	0.1	1%	-13%	-0.1%	-3.3%	-22%	3%	-2%
CN(CC(=O)Nc1ccccc1C(=O)N1CCCC1)S(=O)(=O)c1ccc(Cl)cc1	-5%	0.68	-0.04	0.33	-0.71	1%	-1%	-0.1%	0.8%	12%	-2%	13%
CC(NC(=O)/C=C/c1ccco1)c1nc2ccccc2n1Cc1c(Cl)cccc1Cl (stereo not drawn)	7%	0.057	-0.17	-0.17	-0.39	-1%	-12%	-0.2%	4.7%	-22%	43%	7%
NC(=O)c1ccccc1Nc1nc2nc3ccccc3c(=O)n2cc1Br	4%	0.81	-0.23	0.82	0.36	6%	-4%	0.2%	5.7%	-60%	?	11%
Cc1cc(C)n(-c2nc(N(C)C)nc(N(C)C)n2)n1	4%	0.12	-0.23	-0.18	0.53	-1%	-10%	-0.3%	-2.6%	-6%	-6%	-1%
Cn1cccc1/C=C1\SC(=S)N(Nc2ccccc2)C1=O	7%	-0.71	0.017	-0.28	0.48	13%	-4%	-0.1%	·	-16%	-26%	-173%
Cn1c(-c2sc3ccccc3c2Cl)n[nH]c1=S	7%	0.5	-0.25	0.08	0.19	6%	-3%	-0.1%	-4.9%	16%	-8%	7%
Cc1ccccc1C(=O)Nc1nnc(SCC(=O)NC2CC2)s1	·	·	·	·	·	·	-8%	-0.1%	-5.0%	44%	3%	-39%
O=C(Nc1cc2c(cc1Cl)OCCCO2)c1ccco1	-6%	-0.36	-0.16	-0.087	-0.38	4%	-14%	-0.3%	5.8%	-30%	-1%	6%
O=C(CN(C(=O)CCC(=O)Nc1nccs1)c1cccc(F)c1)NCC1CCCO1 (stereo not drawn)	6%	-0.72	-0.17	-0.32	1.4	-1%	22%	-0.1%	-0.7%	-31%	-2%	10%
Cc1nn(CCC#N)c2nc(-c3ccccc3)cc(C(F)(F)F)c12	-11%	-0.47	0.03	-0.079	0.72	6%	30%	-0.4%	-2.1%	-28%	8%	0%
COc1cccc(-n2nnnc2SCC(=O)NCc2ccc3c(c2)OCO3)c1	9%	0.14	-0.23	0.17	0.5	-1%	-9%	0.0%	4.2%	-22%	0%	2%
O=C(NCCCN1CCCC1=O)C1CCN(S(=O)(=O)N2CCOCC2)CC1	8%	-0.027	-0.22	-0.057	0.78	8%	-30%	-0.1%	-0.1%	17%	-2%	6%
Cc1sc(NC(=O)c2ccco2)c(C(c2cccnc2)N2CCN(CCO)CC2)c1C (stereo not drawn)	46%	-0.25	-0.34	-0.15	0.18	7%	-3%	0.2%	1.9%	-22%	19%	11%
Nc1nc(NC(=O)/C=C/c2ccc(F)cc2)nn1-c1ccccc1	-7%	-0.27	-0.2	-0.15	-0.76	2%	-3%	-0.1%	6.8%	13%	-5%	-9%
O=C(COC(=O)c1cccc(Cl)c1Cl)NCCN1C(=O)CSC1=O	14%	-0.73	-0.19	-0.19	1.3	5%	-12%	-0.3%	1.7%	-17%	1%	-2%
CCN(C(=O)c1ccc2c(Cl)c3c(nc2c1)CCC3)c1cccc(C)c1	7%	-2.1	0.12	-0.75	0.77	-1%	26%	0.8%	-2.2%	16%	1%	20%
CCCOC(=O)c1cccc(NC(=O)C(C)(C)C)c1	6%	-0.66	-0.28	-0.41	0.4	1%	-4%	-0.2%	-3.6%	7%	-10%	14%
O=S(=O)(Nc1ccn(-c2ccccc2)n1)c1ccc(Br)cc1	21%	0.21	-0.16	0.74	0.75	2%	10%	0.0%	1.4%	-9%	-1%	-20%
O=C(c1ccc(S(=O)(=O)N2CCOCC2)cc1)N1CCN(c2ccccc2)CC1	-2%	-0.69	1.6	0.68	-0.18	0%	-7%	-0.1%	-1.3%	10%	4%	7%
N=C1/C(=C/c2cccn2-c2cccc([N+](=O)[O-])c2)C(=O)N=C2SC=CN12	2%	-0.95	-0.25	-0.25	0.91	-2%	-21%	0.3%	-3.6%	-29%	25%	22%
CCOC(=O)CSc1ccc(-c2nc3ccccc3[nH]2)cn1	12%	-0.21	-0.0096	0.2	2	2%	-25%	0.0%	-2.0%	16%	-4%	-1%
O=C(CCc1ccccc1)Nc1cc2c(cc1Cl)OCCO2	-12%	0.74	-0.3	0.26	-0.69	7%	-45%	0.3%	0.1%	-7%	0%	-53%
COc1ccc(F)cc1C(=O)C1CCCN(Cc2cccn2-c2cccnc2)C1 (stereo not drawn)	-3%	0.36	-0.18	0.36	-0.12	2%	12%	-0.2%	8.2%	1%	1%	1%
O=c1c2c3c(sc2nc2n1CCCC2)CCC3	3%	1.2	-0.3	0.65	0.2	2%	3%	0.2%	-1.4%	2%	-2%	11%
CC(=O)N1CC(C)Oc2ccc(S(=O)(=O)NC(CC(=O)O)c3ccccc3C)cc21 (stereo not drawn)	·	·	·	·	·	·	-4%	0.6%	-3.5%	-29%	6%	6%
NC(=O)C(=O)N/N=C/c1c2ccccc2cc2ccccc12	·	·	·	·	·	·	-29%	-0.2%	-3.3%	15%	-7%	-8%

Not all compounds are listed; rates above refer to the full screens.
